From PubChem BioAssay
KB-V1 cytotox: KB-V1 MDR subline cytotoxicity; KB-V1 MDR cells viability, CellTiter-Glo, 72 h; Potency, µM (series often up to 46.1 µM), without a hit: top-dose activity change, negative = cytotoxicity, hits mostly cytotoxic; actives 3.4% (n = 400,000); AID 1347076; further: potency means the concentration at half of the fitted maximal effect; on the % scale 0 is the no-effect control and ±100 the full control effect; nearly all actives have a fitted effect of over 60% in size
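qHTS viability screen in drug-selected KB-V1 MDR cells: 72 h compound treatment at 37 degrees C, ATP luminescence end point.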
HT1080 IDH1KD tx: HT-1080 IDH1 knockdown cell toxicity (counter line); HT-1080 IDH1 knockdown viability, ATP luminescence, 48 h; Potency, µM (highest dose often 46.1 µM), without a hit: at the highest dose activity, negative = toxicity, hits mostly cytotoxic; actives 2% (n = 360,000); AID 686971;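 further: potency means the concentration at half of the fitted maximal effect; 0% = DMSO wells and -100% = cell-free medium wells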
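Knockdown cells (IDH1KD HT-1080) received compounds 2 h after plating at 750 cells/well and were kept 48 h at 37 °C in 5% FBS RPMI. A CellTiter-Glo luminescence read gave % activity for curve fitting.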
SW480 rereplic: induces DNA re-replication in SW480 colon adenocarcinoma cells | SW480 DNA re-replication, Hoechst DNA content imaging, 48 h | Potency, µM (highest dose often 46.1 µM), for inactives: top-dose re-replication activation, hits mostly activators | actives 1.8% (n = 340,000) | AID 624297; further: potency means the concentration at half of the fitted maximal effect; % of control where 0% means no effect; nearly all actives have a fitted effect of over 55% in size
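SW480 cells exposed to compounds for 48 hr at 37 C, 5% CO2, then Hoechst-stained 40 min. Nuclear DNA content imaged by fluorescence scanning (405 nm excitation, 500-530 nm emission); re-replication scored as increased high-intensity nuclei.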
MCF10A rereplic: DNA re-replication induction in MCF 10a cells | MCF 10A DNA re-replication, Hoechst nuclear intensity, 48 h | Potency, µM (doses to about 46.1 µM), inactives show at the highest dose activity, positive = re-replication, most hits filed as activators | actives 2.9% (n = 350,000) | AID 624296; further: potency means the concentration at half of the fitted maximal effect; % of control where 0% means no effect; nearly all actives have a fitted effect of over 50% in size
ATXN2 expr inh: reduces ATXN2 reporter expression in HEK-293 cells. HEK-293 ATXN2-luciferase reporter, luminescence, 24 h. Potency, µM (top dose mostly 57 µM), for the others: at the highest dose activity change, negative = inhibition, actives largely listed as inhibitors. actives 0.72% (n = 360,000). AID 1745845; further: potency means the concentration at half of the fitted maximal effect; on the % scale 0 is the no-effect control and ±100 the full control effect; nearly all actives have a fitted effect of over 55% in size
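ATXN2-luciferase reporter cells (luciferase flanked by upstream and downstream ATXN2 gene portions) were treated 24 h at 37 °C with compounds at up to 57 uM. SteadyGlo luminescence gave expression; GF-AFC fluorescence gave viability.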
HT1080NT lethal: kills 2HG-producing HT-1080-NT fibrosarcoma cells; HT-1080-NT fibrosarcoma viability, CellTiter-Glo ATP luminescence, 48 h; Potency, µM (titrated, usually from 46.1 µM), for the others: at the highest dose activity, negative = less viability, hits mostly cytotoxic; actives 1.6% (n = 360,000);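 further: NT is the 2HG producing partner of a matched IDH1 knockdown line; potency means the concentration at half of the fitted maximal effect; 0% = DMSO-treated cells and -100% = media-only wells without cells; nearly all actives have a fitted effect of over 55% in size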
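HT-1080-NT fibrosarcoma cells (2HG-overproducing), 750 cells/well in RPMI with 5% FBS, dosed after 2 h and incubated 48 h at 37C. CellTiter-Glo luminescence normalized to DMSO and no-cell wells; concentration-response curves fitted and classed.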
KB-3-1 cytotox: kills parental KB-3-1 adenocarcinoma cells; KB-3-1 viability, CellTiter-Glo ATP luminescence, 72 h; Potency, µM (highest dose often 46.1 µM), for inactives: at the top dose activity change, negative = cytotoxic, most hits filed as cytotoxic; actives 1.4% (n = 400,000); AID 1347075; further: potency means the concentration at half of the fitted maximal effect; on the % scale 0 is the no-effect control and ±100 the full control effect; nearly all actives have a fitted effect of over 60% in size
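Viability of parental KB-3-1 cells, measured by CellTiter-Glo luminescence, followed a 72 h incubation at 37 °C with pinned compounds in phenol-red-free DMEM containing 10% FBS.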
IL-1B inflam inh: inflammasome signaling inhibition, IL-1 beta readout; THP-1 LPS/ATP IL-1B secretion, AlphaLISA, 16 h; stronger effect = lower value; activity change, % at 57.5 µM; actives 4.7% (n = 360,000); AID 743279; in the data active means activity change below about -50%; inconclusive means mostly about -30% to -49%; further: on the % scale 0 is the no-effect control and ±100 the full control effect
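Secreted IL-1B measured by AlphaLISA bead assay after 16 h compound exposure of THP-1 cells; compounds (final up to 57.5 uM) added 1 h before LPS (250 ng/mL) and ATP (1.25 mM) stimulation; lower signal means less secretion.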
WRN helicase inh: inhibitors of human WRN helicase; WRN helicase unwinding, fluorescent forked duplex, kinetic; Potency, µM (highest dose often 114 µM), without a hit: at the top dose activity change, negative = inhibition, usual class: inhibitors; actives 0.46% (n = 360,000); AID 651768; further: potency means the concentration at half of the fitted maximal effect; on the % scale 0 is the no-effect control and ±100 the full control effect; nearly all actives have a fitted effect of over 55% in size
Target sequence (Q14191 whole entry, looked up): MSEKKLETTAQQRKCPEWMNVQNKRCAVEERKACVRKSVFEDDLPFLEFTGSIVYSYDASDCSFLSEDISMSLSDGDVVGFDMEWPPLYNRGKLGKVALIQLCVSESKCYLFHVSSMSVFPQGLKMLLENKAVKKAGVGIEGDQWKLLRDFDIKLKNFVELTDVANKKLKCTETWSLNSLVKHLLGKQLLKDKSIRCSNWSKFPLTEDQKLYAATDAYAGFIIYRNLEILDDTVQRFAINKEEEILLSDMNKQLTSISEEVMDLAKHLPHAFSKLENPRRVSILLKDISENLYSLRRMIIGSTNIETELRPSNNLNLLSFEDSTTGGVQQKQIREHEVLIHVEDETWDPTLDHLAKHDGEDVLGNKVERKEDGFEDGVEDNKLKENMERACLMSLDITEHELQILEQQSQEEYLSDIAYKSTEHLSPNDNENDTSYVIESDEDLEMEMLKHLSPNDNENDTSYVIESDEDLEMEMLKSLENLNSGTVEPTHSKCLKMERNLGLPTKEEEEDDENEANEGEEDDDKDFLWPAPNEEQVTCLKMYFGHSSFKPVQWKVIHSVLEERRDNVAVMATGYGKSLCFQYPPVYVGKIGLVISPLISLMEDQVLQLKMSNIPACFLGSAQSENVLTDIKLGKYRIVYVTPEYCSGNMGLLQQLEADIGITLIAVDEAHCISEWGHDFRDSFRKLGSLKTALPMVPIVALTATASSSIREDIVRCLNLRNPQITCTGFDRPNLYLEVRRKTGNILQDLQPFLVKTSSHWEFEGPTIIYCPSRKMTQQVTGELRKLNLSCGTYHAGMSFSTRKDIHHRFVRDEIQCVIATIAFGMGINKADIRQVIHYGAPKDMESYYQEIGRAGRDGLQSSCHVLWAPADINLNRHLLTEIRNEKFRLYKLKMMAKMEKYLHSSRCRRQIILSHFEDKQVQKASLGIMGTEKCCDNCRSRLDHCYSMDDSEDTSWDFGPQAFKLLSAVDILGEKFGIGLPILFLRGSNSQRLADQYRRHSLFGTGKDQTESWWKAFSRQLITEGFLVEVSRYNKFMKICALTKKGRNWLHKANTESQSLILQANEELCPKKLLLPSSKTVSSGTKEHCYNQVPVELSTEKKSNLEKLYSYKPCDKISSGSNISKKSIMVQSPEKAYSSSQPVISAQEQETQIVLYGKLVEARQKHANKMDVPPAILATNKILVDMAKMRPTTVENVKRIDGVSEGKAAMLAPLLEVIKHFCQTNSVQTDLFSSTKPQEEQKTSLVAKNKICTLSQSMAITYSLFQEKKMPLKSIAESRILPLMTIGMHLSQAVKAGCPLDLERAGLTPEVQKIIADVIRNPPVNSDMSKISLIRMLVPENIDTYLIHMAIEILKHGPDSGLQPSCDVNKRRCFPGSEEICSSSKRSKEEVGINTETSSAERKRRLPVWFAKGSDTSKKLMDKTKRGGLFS
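Kinetic fluorescence helicase assay: unwinding of a quenched forked DNA duplex (100 nM final) with 2 mM ATP final raises red fluorescence (525/598 nm). Compounds sat 15 min at room temperature with 20 nM WRN beforehand.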
* hit, by the source's call; i = inactive; u = inconclusive; x = no result given; [ ] = dose if it differs, or a comment. Unless noted, the call rests on the fitted dose curve; in most records, active means well fitted curve in the direction sought with a large enough effect; inconclusive means small, poorly fitted or top-dose-only effect, or another doubt; inactive means no such curve, though single readings can be large; an effect the other way counts as inactive or inconclusive. Not a hit list. About 12% of those tested had a hit in this group.

SMILES | KB-V1 cytotox | HT1080 IDH1KD tx | SW480 rereplic | MCF10A rereplic | ATXN2 expr inh | HT1080NT lethal | KB-3-1 cytotox | IL-1B inflam inh | WRN helicase inh
Cc1ccc(C(C(=O)NC2CCCCC2)N(Cc2ccco2)C(=O)Cn2cnc3ccccc32)cc1 (stereo not drawn) | 6% | u | 1% | 5% | 1% | -21% | -26% | -2 | -2%
O=C(O)CCN=CC1=C(O)CC(c2ccccc2)CC1=O (stereo not drawn) | 11% | 19% | 0% | -4% | -5% | 26% | -1% | -4 | -24%
O=C(CN1c2cccc3cccc(c23)S1(=O)=O)N1CCN(c2ccc(F)cc2)CC1 | -4% | -1% | -10% | 0% | -12% | -6% | 7% | u | -4%
Cc1cc(N2C(=O)C=CC2=O)c([N+](=O)[O-])cc1C | 0% | u | 16µM* | 18µM* | -28% | u | -18% | -3 | -10%
COC(=O)c1ccc(NC(=O)C(=O)N2CCN(C(=S)Nc3cccc(OC)c3)CC2)cc1 | 18µM* | 24% | -27% | -2% | 3% | 5% | -12% | 0 | 0%
N#Cc1nc(-c2ccc(OCc3ccccc3)cc2)oc1NCCCN1CCOCC1 | -33% | u | u | u | u | u | -2% | u | -13%
O=C(c1cccc(Br)c1)N1CCCC1 | 23% | 6% | 5% | 1% | 4% | 14% | 0% | 6 | 9%
Cc1c(Cl)cccc1NC(=O)CN1CCN(CCN=CC2=C(O)CC(c3ccccc3)CC2=O)CC1 (stereo not drawn) | 11% | 7% | 3% | -5% | -4% | -4% | 4% | -14 | 3%
CC(C)CCn1cnc2c1c(=O)[nH]c(=O)n2Cc1ccccc1 | 0% | 0% | -7% | 11% | x | 3% | -9% | 12 | 3%
O=C(COC(=O)c1ccccc1-n1cnnn1)c1ccccc1 | 25% | 10% | -11% | u | 31%[activator] | 11% | 15% | 32 | 1%
CC(=O)N1c2ccc(S(=O)(=O)NCCC(=O)NCc3ccc(Cl)cc3)cc2CC1C (stereo not drawn) | 0% | -11% | -8% | 8% | -9% | -12% | -3% | -1 | 3%
CCCN1CCC(=NNc2ccc(S(N)(=O)=O)cc2[N+](=O)[O-])CC1 | 4% | 1% | -17% | -3% | 33% | -2% | 0% | -13 | -2%
O=C(CN1CCCCCC1)NC(c1ccccc1)c1ccccc1 | 0% | -2% | -3% | u | -11% | 1% | -1% | -28 | -1%
CCn1nc(C)c(CN2CCc3c([nH]c4ccccc34)C2C(C)(C)C)c1C (stereo not drawn) | -15% | -12% | 7% | -12% | 1% | -14% | -5% | -1 | -8%
CC(=O)c1ccc(S(=O)(=O)NC2CCSc3ccccc32)cc1 (stereo not drawn) | u | -12% | -1% | 9% | -18% | -10% | -19% | 9 | -18%
CCN1CCN(S(=O)(=O)c2ccc(Cl)c(C(=O)N(C)Cc3ccccc3)c2)CC1 | -31% | -1% | -2% | 8% | u | -5%[9.24 µM] | 5% | -20 | -1%
COCCC(=O)N1CCCC(C(=O)c2ccc(C(F)(F)F)cc2)C1 (stereo not drawn) | -10% | -2% | -4% | -11% | 2% | 2% | -7% | 44 | 12%
Cc1ccc(NC(=O)Nc2ccc(Cl)c(Cl)c2)nc1 | -2% | -3% | 9% | -3% | 33%[activator] | 4% | -2% | 30 | -7%
Cc1nc(SCC(=O)NC2CCS(=O)(=O)C2)c2c3c(sc2n1)CCCC3 (stereo not drawn) | -11% | -5% | -3% | 9% | -12% | -13% | 1% | -15 | -6%
Cc1ccccc1NC(=O)CSc1nc(-c2ccccc2)cc(=O)[nH]1 | -3% | 0% | -7% | -6% | 4% | -16% | -2% | 34 | 1%
O=C(CSc1ncn[nH]1)N(C1CCCCC1)C1CCCCC1 | u | -30% | 2% | 8% | -12% | -3% | 3% | -1 | 9%
CC(C)CC(NC(=O)CNC(=O)C1O[C@@H]2OC(C)(C)O[C@@H]2[C@H]2OC(C)(C)O[C@@H]12)C(=O)O (stereo partly drawn) | 13% | 9% | 7% | -2% | x | 14% | 5% | -10 | 5%
O=C1NC(c2cccc(Br)c2)=N/C1=C\c1ccco1 | 6% | 0% | 29% | u | 8% | -1% | 4% | 80 | -3%
CCOc1ccccc1NC(=O)NC1CCCc2ccccc21 (stereo not drawn) | u | -6% | -19% | 0% | 1% | 1% | -11% | 2 | 7%

Retrieved by compound from the list above:
SMILES | KB-V1 cytotox | HT1080 IDH1KD tx | SW480 rereplic | MCF10A rereplic | ATXN2 expr inh | HT1080NT lethal | KB-3-1 cytotox | IL-1B inflam inh | WRN helicase inh
Cc1ccccc1NC(=O)CSc1nc(-c2ccccc2)cc(=O)[nH]1 | -3% | 0% | -7% | -6% | 4% | -16% | -2% | 34 | 1%
CCOc1ccccc1NC(=O)NC1CCCc2ccccc21 (stereo not drawn) | u | -6% | -19% | 0% | 1% | 1% | -11% | 2 | 7%
CC(=O)c1ccc(S(=O)(=O)NC2CCSc3ccccc32)cc1 (stereo not drawn) | u | -12% | -1% | 9% | -18% | -10% | -19% | 9 | -18%

With a hit mark in SW480 rereplic, of those listed so far:
compound | SW480 rereplic | IL-1B inflam inh | WRN helicase inh
Cc1cc(N2C(=O)C=CC2=O)c([N+](=O)[O-])cc1C | 16µM* | -3 | -10%

New compounds follow.
SMILES | KB-V1 cytotox | HT1080 IDH1KD tx | SW480 rereplic | MCF10A rereplic | ATXN2 expr inh | HT1080NT lethal | KB-3-1 cytotox | IL-1B inflam inh | WRN helicase inh
Brc1ccc(CNc2ccc3ncccc3c2)cc1 | u | -10% | -5% | 15µM* | x | -10% | u | -13 | 1%
COc1ccccc1/C=N/NC(=O)CNC(=O)c1ccccc1 | 2% | -1% | -3% | 7% | -3% | -3% | 5% | 20 | 0%
CCN1CCN(CCNC(=O)c2ccc(/C=C3/Sc4ccccc4N(Cc4cccc(Cl)c4)C3=O)cc2)CC1 | u | u | 7% | 21µM* | 25µM* | 15µM* | u | -99* | -17%
CCCCOC(=O)c1ccc(NC(=O)C(=O)NCc2ccco2)cc1 | 8% | -12% | 15% | 0% | -14% | 11% | 5% | 67 | 0%
C=CC[C@H](CC(=O)OC(C)(C)C)C(=O)OC[C@H]1CCCN1C(=O)[C@H](CC=C)CC(=O)NCCO | u | 8% | -3% | -4% | 5% | 9% | 11% | -1 | 9%
CCN1CCN(CC(=O)N2N=CCC2c2ccccc2)CC1 (stereo not drawn) | -17% | -3% | 6% | 2% | 9% | 1% | -4% | 3 | -3%
COc1ccc(-c2ccc(SCC(=O)Nc3cc(C)on3)nn2)cc1OC | u | u | -4% | -5% | 36%[activator] | 5% | 2% | -29 | -1%
CCOc1ccc(N2C(=O)CC(N3CC(C)OC(C)C3)C2=O)cc1 (stereo not drawn) | -1% | -6% | -11% | 3% | -11% | -8% | -10% | 10 | 2%
COc1ccc(/C=C2/CC/C(=C\c3ccc(OC)c(OC)c3OC)C2=O)c(OC)c1OC | 2.1µM* | -4% | u | 9% | -27% | 6% | -5% | -22 | -4%
CCC(CC)c1nc(NCCC(=O)O)c2ccccc2n1 | 0% | 10% | 0% | 0% | 0% | -2% | 1% | 0 | -4%
CC(=O)Nc1sc(N)nc1-c1ccccc1 | 6% | 8% | -14% | 0% | 5% | 2% | -3% | 30 | 3%
Cc1ccc(NC(=O)c2cc(N3C(=O)C4CC=CCC4C3=O)ccc2N2CCOCC2)cc1Cl (stereo not drawn) | 5% | -27% | -7% | -2% | -11% | -21% | 14% | -6 | -10%
CC(CNS(=O)(=O)c1cc(Cl)ccc1Cl)CN(C)C (stereo not drawn) | 0% | 19% | -7% | -7% | -6% | 11% | -10% | 11 | -4%
CCCc1nnc(NC(=O)c2cc3ccccc3oc2=O)s1 | -6% | -1% | u | -8% | 5% | 2% | -7% | -22 | -12%
COc1ccc(-c2csc(NC(=O)CN3C(=O)C4CC=CCC4C3=O)n2)cc1OC (stereo not drawn) | -3% | -8% | -10% | 1% | -24% | 1% | -2% | 0 | -8%
O=C(Nc1cccc(F)c1)C1CCN(C(=O)c2ccc(Br)cc2)CC1 | u | -10% | -1% | 0% | -8% | 6% | -9% | 0 | 1%
COc1cc(Cc2cc(OC)c(O)c(OC)c2)cc(OC)c1O | u | u | x | x | x | -5% | u | -1 | 5%
O=C(NCc1ccc2c(c1)OCO2)C1CCC(CNS(=O)(=O)c2ccc(Cl)cc2)CC1 (stereo not drawn) | 6% | -4% | -4% | -2% | 0% | -29% | 2% | 7 | -10%
CC(C)N(c1ccccc1)c1ccc(NC(=O)CCl)cc1 | u | u | u | u | u | u | -4% | -100* | -10%
CCOC(=O)C1CCN(C(=O)c2ccc(OC3CCN(C(=O)CCOC)CC3)cc2)CC1 | -16% | 22% | -8% | 4% | 7% | 6% | -8% | i | -13%
CCOc1ccc(NC(=O)CN(C)C(=O)c2c(-c3ccccc3)noc2C)cc1OCC | 13% | 14% | 3% | 3% | x | 6% | 3% | -3 | 5%
Cc1oncc1C(=O)NC(C)C | 23% | 10% | -4% | 0% | -11% | 15% | 15% | 12 | 2%
O=C(CCn1cccn1)Nc1ccc(-c2ccno2)cc1 | -21% | 7% | -18% | 2% | x | 3% | 2% | -10 | -4%
O=C(CN1CCN(C(=O)CNC(=O)c2ccc(N3CCCC3=O)cc2)CC1)Nc1ccccc1Cl | 1% | -3% | -14% | 0% | -6% | 0% | -10% | -4 | -5%
CCO[C@H]1OC(C(=O)NC2CC2)=C[C@@H](C2CCCCC2)[C@@H]1CCCO | 13% | 1% | -18% | -2% | -10% | 4% | 0% | 8 | 7%
CC1=C(C(=O)N(C)C)C(c2ccc(N3CCOCC3)cc2)NC(=O)N1 (stereo not drawn) | 25% | 9% | 18µM* | 0.92µM* | -34% | 3% | 11% | -1 | 1%
